Pf apPOL inh = Pf-apPOL DNA polymerase inhibition; Recombinant Pf-apPOL, molecular beacon fluorescence, 1.5 h; inhibition, % at 10 µM; hit rate 0.25% among 210,000
mHTT-CaM PPI inh = mHTT-calmodulin interaction abrogation | AlphaScreen His-mHTT/GST-CaM binding, luminescence | inhibition, % at 15 µM | hit rate 3.6% among 190,000 | AID 1671202;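 note: 0% = both proteins with DMSO and 100% = one protein alone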
Target sequence (P42858 whole entry, looked up, stated change not applied): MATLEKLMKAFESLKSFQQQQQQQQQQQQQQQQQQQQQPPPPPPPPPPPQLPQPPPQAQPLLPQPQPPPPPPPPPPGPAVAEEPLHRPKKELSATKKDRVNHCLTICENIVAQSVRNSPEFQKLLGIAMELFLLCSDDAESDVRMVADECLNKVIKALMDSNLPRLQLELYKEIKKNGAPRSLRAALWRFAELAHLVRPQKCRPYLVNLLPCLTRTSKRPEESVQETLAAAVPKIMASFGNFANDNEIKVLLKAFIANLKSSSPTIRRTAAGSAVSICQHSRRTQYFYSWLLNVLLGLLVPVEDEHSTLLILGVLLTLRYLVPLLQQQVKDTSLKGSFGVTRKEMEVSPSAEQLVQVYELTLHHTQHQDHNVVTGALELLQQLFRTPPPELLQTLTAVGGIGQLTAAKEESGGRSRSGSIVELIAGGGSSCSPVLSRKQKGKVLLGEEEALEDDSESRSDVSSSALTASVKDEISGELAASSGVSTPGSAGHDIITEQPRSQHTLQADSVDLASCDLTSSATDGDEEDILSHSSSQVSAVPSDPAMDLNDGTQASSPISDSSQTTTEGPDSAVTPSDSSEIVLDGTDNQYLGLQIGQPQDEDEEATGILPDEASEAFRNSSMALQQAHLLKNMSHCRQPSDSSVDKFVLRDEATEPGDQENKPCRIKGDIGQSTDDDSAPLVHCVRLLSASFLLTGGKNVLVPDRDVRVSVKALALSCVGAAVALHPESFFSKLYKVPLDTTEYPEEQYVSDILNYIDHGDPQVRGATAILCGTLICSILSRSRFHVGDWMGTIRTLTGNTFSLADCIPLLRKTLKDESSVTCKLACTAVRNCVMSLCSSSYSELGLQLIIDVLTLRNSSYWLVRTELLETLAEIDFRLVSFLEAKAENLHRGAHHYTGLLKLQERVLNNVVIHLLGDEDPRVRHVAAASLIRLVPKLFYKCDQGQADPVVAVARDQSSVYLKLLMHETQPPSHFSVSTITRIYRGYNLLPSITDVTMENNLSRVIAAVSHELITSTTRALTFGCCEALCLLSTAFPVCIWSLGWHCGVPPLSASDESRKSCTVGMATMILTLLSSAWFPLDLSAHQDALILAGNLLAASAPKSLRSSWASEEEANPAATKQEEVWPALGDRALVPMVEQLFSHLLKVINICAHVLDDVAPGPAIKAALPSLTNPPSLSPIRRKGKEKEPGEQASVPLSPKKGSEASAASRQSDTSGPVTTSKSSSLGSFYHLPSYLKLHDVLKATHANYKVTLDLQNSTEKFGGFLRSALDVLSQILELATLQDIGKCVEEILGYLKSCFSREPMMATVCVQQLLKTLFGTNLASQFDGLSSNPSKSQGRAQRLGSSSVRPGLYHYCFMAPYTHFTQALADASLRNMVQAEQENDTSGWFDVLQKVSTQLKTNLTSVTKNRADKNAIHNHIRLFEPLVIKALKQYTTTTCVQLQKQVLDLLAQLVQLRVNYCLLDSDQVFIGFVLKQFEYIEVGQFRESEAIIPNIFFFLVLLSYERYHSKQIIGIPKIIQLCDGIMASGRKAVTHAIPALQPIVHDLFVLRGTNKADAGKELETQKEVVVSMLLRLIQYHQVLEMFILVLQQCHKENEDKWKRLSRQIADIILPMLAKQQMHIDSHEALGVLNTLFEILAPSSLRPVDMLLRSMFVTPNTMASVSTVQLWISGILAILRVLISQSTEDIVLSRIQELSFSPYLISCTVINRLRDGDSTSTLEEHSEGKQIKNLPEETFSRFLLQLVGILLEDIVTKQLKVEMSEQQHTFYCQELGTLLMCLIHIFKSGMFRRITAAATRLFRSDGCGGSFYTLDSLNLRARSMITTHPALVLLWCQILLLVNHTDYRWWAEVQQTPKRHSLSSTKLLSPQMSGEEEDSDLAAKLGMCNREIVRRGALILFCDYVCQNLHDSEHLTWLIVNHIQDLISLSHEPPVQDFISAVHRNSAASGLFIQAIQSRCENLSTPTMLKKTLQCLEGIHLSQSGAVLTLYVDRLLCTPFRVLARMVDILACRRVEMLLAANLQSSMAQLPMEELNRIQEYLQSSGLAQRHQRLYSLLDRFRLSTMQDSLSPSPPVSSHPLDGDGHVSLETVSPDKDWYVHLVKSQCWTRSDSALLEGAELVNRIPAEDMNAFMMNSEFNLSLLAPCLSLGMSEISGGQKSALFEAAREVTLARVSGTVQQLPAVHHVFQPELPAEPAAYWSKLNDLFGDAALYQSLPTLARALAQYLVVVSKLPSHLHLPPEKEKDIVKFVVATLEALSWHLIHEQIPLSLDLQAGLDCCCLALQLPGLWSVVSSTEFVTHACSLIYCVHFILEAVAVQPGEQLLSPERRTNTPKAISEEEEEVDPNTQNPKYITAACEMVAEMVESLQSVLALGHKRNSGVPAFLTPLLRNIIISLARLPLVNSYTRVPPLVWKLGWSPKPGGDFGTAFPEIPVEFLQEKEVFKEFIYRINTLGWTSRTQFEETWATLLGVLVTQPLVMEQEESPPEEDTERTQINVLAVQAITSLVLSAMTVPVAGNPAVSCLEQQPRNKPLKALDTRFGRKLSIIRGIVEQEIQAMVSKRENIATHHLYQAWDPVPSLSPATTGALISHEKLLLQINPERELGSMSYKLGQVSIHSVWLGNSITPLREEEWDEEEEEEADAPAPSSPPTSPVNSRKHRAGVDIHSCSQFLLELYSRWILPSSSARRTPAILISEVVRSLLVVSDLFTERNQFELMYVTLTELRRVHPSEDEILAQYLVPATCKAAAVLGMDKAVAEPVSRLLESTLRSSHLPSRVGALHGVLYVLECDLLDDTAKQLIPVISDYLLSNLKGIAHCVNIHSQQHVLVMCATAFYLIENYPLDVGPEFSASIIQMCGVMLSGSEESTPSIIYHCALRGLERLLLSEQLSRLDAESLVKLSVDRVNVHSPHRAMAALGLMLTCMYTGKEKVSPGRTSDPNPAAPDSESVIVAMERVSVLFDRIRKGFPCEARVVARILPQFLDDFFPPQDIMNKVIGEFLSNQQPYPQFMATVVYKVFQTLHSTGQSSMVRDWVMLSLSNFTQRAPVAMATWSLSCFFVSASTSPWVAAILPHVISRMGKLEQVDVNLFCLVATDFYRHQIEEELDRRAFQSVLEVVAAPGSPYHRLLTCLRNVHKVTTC
Active calls of the source: *; x = not tested or not shown. Cut-off read from the data, not from the text of the source: active = inhibition above about 50%; inactive = the rest.

Values in the order: Pf apPOL inh	mHTT-CaM PPI inh
- Cc1ccccc1C1CC(c2ccc(F)cc2)Nc2ncnn21 (centres undefined)
→ -5.3	8.0
- Cc1ccc(N2C(=O)C(N3C(=O)c4ccc([N+](=O)[O-])cc4C3=O)C2c2cccs2)cc1F (centres undefined)
→ -4.6	4.0
- COc1ccc(CNC(=O)c2c(C)noc2-c2cccc(C(F)(F)F)c2)cc1
→ -0.6	-1.6
- Nc1nonc1-c1nc2ccccc2n1N
→ -10.8	35.3
- Cc1cccc(CN2CCN(c3ncccn3)CC2)c1
→ 0.5	-7.5
- O=c1c2cnn(-c3ccccc3)c2nc(-c2ccccc2F)n1-c1ccccc1
→ 0.6	14.0
- O=c1c(-c2ccc3c(c2)OCCO3)coc2cc(O)ccc12
→ -5.8	1.3
- Cc1ccc(N2CCN(C(=O)CN3CCc4ccccc4C3C(=O)N(C)C)CC2)cc1 (centres undefined)
→ -7.3	15.4
- Cc1cc(N2CCCCC2)nc2ccc(NC(=O)c3cccnc3Cl)cc12
→ 6.0	45.0
- COc1ccc(CC(C)(O)CNC(=O)c2ccsc2)cc1 (centres undefined)
→ -1.8	-9.5
- O=C(O)C1C2C=CC(C2)C1C(=O)N1CCN(c2ccccc2)CC1 (centres undefined)
→ -3.5	-8.0
- O=C(Cc1cccs1)N1CCC(Oc2cc(N3CCCC3)ncn2)C1 (centres undefined)
→ 0.2	6.9
- CN(C1CCCC1)S(=O)(=O)c1ccc(C(=O)Nc2nc(-c3cccnc3)cs2)cc1
→ 2.7	-2.3
- COCCN1C(=O)C(=O)C(=C(O)c2ccc(S(=O)(=O)N(C)C)cc2)C1c1cccc(Cl)c1 (centres undefined)
→ 4.4	3.9
- c1ccc(-n2ncnc2-c2csc(-c3ccncc3)n2)cc1
→ -7.5	x
- COc1cc(OC)c(NC(=O)c2nn(-c3ccccc3OC)c(=O)c3ccccc23)cc1Cl
→ -3.5	13.0
- Cc1[nH]n(C)c(=O)c1C(=O)c1c(-c2c(Cl)cccc2Cl)noc1C
→ 6.5	x
- Cc1nc2nc(C(=O)O)[nH]n2c(=O)c1Cc1ccccc1
→ -3.5	-3.0
- CC(=O)c1cccc(NC(=O)CC2COc3ccccc3NC2=O)c1 (centres undefined)
→ -4.8	-4.1
- COc1ccccc1CNC(=O)c1cn(CC(C)C)c(=O)c2c1c1ccccc1n2C
→ 3.2	-3.0
- COc1ccccc1NC(=O)c1cccc2c1C(=O)c1ccccc1-2
→ -1.8	21.1
- COc1ccc(NC(=O)c2cc(I)ccc2Cl)c(OC)c1
→ -11.6	-0.1
- O=C1OC(c2ccc(Cl)c([N+](=O)[O-])c2)=N/C1=C\c1ccccc1
→ 4.1	-4.0
- CN1CCN(S(=O)(=O)c2ccc([N+](=O)[O-])cc2)CC1
→ -0.1	4.2
- Cc1cccc(CN2CCN(C3CCN(C(=O)Nc4cccc(C)c4)CC3)C2=O)c1
→ -2.1	3.1
- COc1ccc([N+](=O)[O-])cc1C1=N/C(=C/c2ccc(Cl)cc2)C(=O)O1
→ -0.4	4.0
- Cc1noc(C)c1S(=O)(=O)N1CCC(C(C)C(=O)NCCCN2CCCCC2)CC1 (centres undefined)
→ -5.2	-9.2
- CCC(=O)N1CCc2cc(Br)cc(S(=O)(=O)CCC(=O)NC(C)CC)c21 (centres undefined)
→ -5.7	-3.0
- CCC(=O)Nc1c2c(nn1-c1ccc(F)cc1)CS(=O)C2 (centres undefined)
→ -4.7	-3.0
- COc1ccc([N+](=O)[O-])cc1C1=N/C(=C/c2cccc(F)c2)C(=O)O1
→ -15.8	-5.0

For convenience, some entries already given.
Values in the order: Pf apPOL inh	mHTT-CaM PPI inh
- Cc1nc2nc(C(=O)O)[nH]n2c(=O)c1Cc1ccccc1
→ -3.5	-3.0
- CC(=O)c1cccc(NC(=O)CC2COc3ccccc3NC2=O)c1 (centres undefined)
→ -4.8	-4.1
- COc1ccccc1CNC(=O)c1cn(CC(C)C)c(=O)c2c1c1ccccc1n2C
→ 3.2	-3.0
- COc1ccccc1NC(=O)c1cccc2c1C(=O)c1ccccc1-2
→ -1.8	21.1
- COc1ccc(NC(=O)c2cc(I)ccc2Cl)c(OC)c1
→ -11.6	-0.1

Additional structures:
Values in the order: Pf apPOL inh	mHTT-CaM PPI inh
- O=C(CN1CCCCC1c1nc(C2CC2)no1)Nc1cccnc1 (centres undefined)
→ -2.5	-1.9
- Cc1ccc(-n2cc(C(=O)NCCCOC(C)C)nn2)cc1
→ -3.0	-14.5
- CCn1cnc(C(=O)NC)c1C(=O)NC
→ 1.7	-1.9
- CCOc1ccc2nc(SCC(=O)Nc3nnc(CC)s3)sc2c1
→ 6.4	2.8
- Cc1ccc(-n2ncc3c(=O)[nH]c(C4CC4)nc32)cc1
→ -1.6	-4.1
- O=C(Nc1ccccc1OC(F)F)c1ccc(Cl)c(S(=O)(=O)N2CCCCC2)c1
→ 1.1	-25.1
- CC(O)(CCc1ccccc1)CNC(=O)c1cnccn1 (centres undefined)
→ -8.4	-12.7
- N#Cc1c(-c2ccccc2)cc(N2CCOCC2)n2c1nc1ccccc12
→ -14.2	3.0
- Cc1cc(C(=O)N2CC(C(=O)Nc3ncc(C)s3)C2)no1
→ 2.8	-4.1
- CC(C)C[C@@H](CO)N1CCN(Cc2cccnc2)CCC1=O
→ 0.2	-2.5
- COc1ccc(CNC(=O)c2ccnc(N3CCNC(c4ccccc4)C3)c2)cc1 (centres undefined)
→ 1.4	5.5
- Nc1c(C(=O)Nc2ccc(Br)cn2)sc2nc3c(cc12)CCCCCC3
→ -5.4	-10.0
- COC(=O)c1ccccc1NC(=O)C1CN(C(=O)c2cc(C)on2)C1
→ -6.8	-6.2
- CCCC(=O)Nc1ccccc1NC(=O)c1ccc(OC)c([N+](=O)[O-])c1
→ -0.8	4.1
- N#C/C(=C/c1ccc(Cl)cc1Cl)c1ccc(Cl)cc1
→ x	-6.8
- COc1ccc(NC(=O)CN2C(=O)C3CCCCN3C(=O)c3ccccc32)cc1F (centres undefined)
→ -7.5	3.5
- Cc1nc2ccccc2c2c1C(=O)N(c1cccc(O)c1)C2=O
→ -5.0	6.0
- O=C(NCC(O)Cc1ccccc1)C(=O)Nc1ccccc1Cl (centres undefined)
→ -5.5	-10.6
- COc1cccc(C=C2SC(=S)N(C(CC(=O)O)C(=O)O)C2=O)c1OC (centres undefined)
→ -0.2	-0.2
- Cc1cc(C(=O)N2CCCC2c2cc(C)no2)on1 (centres undefined)
→ -2.1	-8.0
- Cc1ccc(N2C=NS(=O)(=O)c3cccnc32)cc1C
→ 0.4	-8.2
- CCC(C)NC(=O)C1CCN(c2ncccc2-c2nc(-c3cccc(F)c3)no2)CC1 (centres undefined)
→ -0.2	-8.3
- CC(C)COC(=O)N1[C@@H](COCc2ccccc2)CCC=CS1(=O)=O
→ 1.5	-26.5
- COc1cccc(OCCNC(=O)CSc2ccc(C(F)(F)F)cc2[N+](=O)[O-])c1
→ -3.6	5.0
- COc1ccc(-c2noc(COc3ccc(C)cc3Br)n2)cc1
→ -4.3	-6.8
- O=C(Nc1ccc([N+](=O)[O-])cc1)N1CCN(C/C=C/c2ccccc2)CC1
→ -3.6	22.4
- Cc1ccc(-c2nc3c4c5c(sc4ncn3n2)CCCC5)cc1
→ 8.1	-2.0
- CCOc1cc(-c2cc(OC)c3c(C)oc(C)c3c(=O)c2)ccc1O
→ 3.4	42.0
- FC(F)(F)c1cccc(N=Cc2ccccc2)c1
→ -0.4	x
- Cn1nc(C(=O)NCc2ccc(F)cc2)c2c1CCN(C(=O)c1c(F)cccc1F)C2
→ -13.9	8.7
- Cc1ccc(NC(=O)CN(c2cccc(C)c2C)S(C)(=O)=O)cc1Cl
→ 0.1	46.9
- COc1ccc(-c2cn3c4c(=O)n(C)c(=O)n(C)c4nc3n2CCO)cc1
→ -0.7	8.0
- Cn1cc(CCC(=O)NCCCN2CCOCC2)c2ccccc21
→ -12.7	-7.0
- O=C1NC(=Nc2ccccc2)S/C1=C/c1cccc(O)c1
→ -1.8	25.0
- O=C(NCC(O)(c1ccccc1)C(F)(F)F)C1COc2ccccc2O1 (centres undefined)
→ -12.7	-12.4
- O=C(NC1CC1)c1cn(-c2ccccc2Cl)nn1
→ -2.5	-2.7
- O=C(Nc1ccc(N2S(=O)(=O)c3ccccc3S2(=O)=O)cc1)c1cccs1
→ 10.2	-3.0
- CC(C)n1cnc2cc(CNC(=O)c3cccnc3)ccc21
→ -1.3	7.9
- O=S1(=O)N[C@H](Cc2ccccc2)COc2cc(F)ccc21
→ -6.9	-8.4
- Cc1ccc(-c2csc(/C(C#N)=C/c3cccnc3)n2)cc1
→ 0.9	-6.4
- COc1ccc(N(CC(=O)O)S(C)(=O)=O)c(OC)c1
→ -12.2	0.8
- Fc1c(F)c(F)c2c(cnn2-c2ccccc2)c1F
→ -1.0	-6.9
- O=C(/C=C/c1ccco1)Nc1ccc(Cl)c(-c2nc3cc(Cl)ccc3o2)c1
→ 3.8	9.0
- CC(=O)Nc1ccc(NC(=O)C2CC2(c2ccccc2)c2ccccc2)cc1 (centres undefined)
→ 3.8	-1.3
- O=C(CN(C1CCCCC1)S(=O)(=O)c1ccc(F)cc1)NCc1ccco1
→ -8.4	3.1
- COCCNC(=O)C(=O)Nc1ccc([N+](=O)[O-])cc1
→ -3.4	-4.3
- CC(C)Cn1cc(C(=O)N2CCCC2)c2ccccc2c1=O
→ -3.8	-0.5
- CCOc1ccc(NC(=O)CN(c2cc(Cl)ccc2Cl)S(C)(=O)=O)cc1
→ -3.2	1.2
- CCn1c(-c2cc(NC(=O)C3CC3)n[nH]2)c(C)c2ccccc21
→ -0.2	16.6
- O=C(Nc1ccc(S(=O)(=O)Nc2ccc(F)cc2)cc1)c1ccccc1[N+](=O)[O-]
→ -3.2	20.0
- Cc1c(C(=O)Nc2ccccc2Br)oc2ccc(S(=O)(=O)N3CCOCC3)cc12
→ -9.0	-7.0
- O=C(Nc1ccccc1)Nc1nnc(-c2cccc(F)c2)s1
→ 1.9	5.9
- Cc1ccc(CNS(=O)(=O)c2ccc3[nH]c(=O)ccc3c2)o1
→ -1.5	-2.6
- O=C(Nc1cc(Cl)cc(Cl)c1)c1cccc(Cl)c1Cl
→ 4.9	-72.1
- OC1(/C=C/CN2CCCCC2)CCCCC1
→ x	-7.5
- O=C1CCCc2nc(Nc3nc4ccccc4s3)ncc21
→ -1.2	1.0
- Cc1cc(C)c(Cc2c(C)nc3c(C(=O)NC4CC4)cnn3c2C)c(C)c1
→ -6.8	46.0
- CCSc1nnc(NC(=O)C2CCCN(Cc3nc(-c4cccs4)no3)C2)s1 (centres undefined)
→ -5.7	-12.2
- Cc1ccc(S(=O)(=O)N2c3ccc(S(=O)(=O)NCc4ccccc4)cc3CC2C)cc1 (centres undefined)
→ 6.8	-2.0
- Cc1cc(Cl)ccc1NC(=O)C1CC(=O)N(c2ccc3c(c2)CCN3C(=O)C2CC2)C1 (centres undefined)
→ -4.1	0.2

Next entries
SMILES | Pf apPOL inh | mHTT-CaM PPI inh
CCOC(=O)C1CCCN(C=C2Oc3c(ccc(O)c3C)C2=O)C1 (centres undefined) | -6.7 | 20.6
COc1ccc(Br)cc1CN1CCC(N2CCCC(C)C2)CC1 (centres undefined) | 3.0 | -3.4
COc1cccc(-n2nc(C(=O)Nc3ccc(Br)cc3C)c3ccccc3c2=O)c1 | 2.2 | -8.0
CCCN1CCN(C(=O)c2nc3ccccn3c2-c2ccc(F)cc2)CC1 | -0.2 | 1.4
COc1ccc(CNC(=O)C2c3ccccc3CCN2C(=O)c2ccccc2)cc1 (centres undefined) | -2.8 | 3.7
COc1ccc(NC(=O)C2=C(C)NC(=O)NC2c2ccccc2C)cc1 (centres undefined) | -8.3 | 5.5
CC(C)N(CCNC(=O)C1CCC(=O)N1Cc1ccccc1Cl)Cc1ccccc1 (centres undefined) | -16.3 | 4.0
Cc1ccccc1NC(=O)N1CCC(c2nc3ccncc3n2C(C)C)C1 (centres undefined) | -1.1 | -4.3
CCCSc1nc2c(c(=O)n1-c1ccc(C)cc1)SCC2 | 2.1 | 7.0
CCC(=O)N1CCc2cc(Br)cc(S(=O)(=O)Nc3ccc(Cl)cc3)c21 | -5.8 | -2.0
COCc1c(Cl)c(Cl)c(COC)c(Cl)c1Cl | 1.4 | 0.0
Cc1cc(NC(=O)C2CCN(C(=O)C3c4ccccc4Oc4ccccc43)CC2)no1 | -2.9 | 9.7
O=C(CCc1ccccc1)Nc1ccc(F)cc1F | 0.4 | -6.8
CC(C)c1ccc(C(=O)Nc2cccc(-c3nc4ncccc4o3)c2)cc1 | -10.9 | 14.0
CCOc1ccc(C(=O)Nc2c3c(nn2C(C)(C)C)CS(=O)C3)cc1 (centres undefined) | -3.4 | 6.0
O=C(O)c1ccc(Cl)c(N2C(=O)C3C4CCC(C4)C3C2=O)c1 (centres undefined) | 2.1 | -5.7
CC(C)(C)n1[nH]nnc1=S | -0.6 | x
CCC(=O)Nc1cccc(-c2noc(C3CCCN(C(=O)Cc4ccc(C)cc4)C3)n2)c1 (centres undefined) | -0.9 | 9.0
O=c1cc(C(Cl)(Cl)Cl)oc2ccc(Cl)cc12 | 1.3 | 7.5
COCCCNC(=O)C1CCN(C(=O)c2cccnc2-c2ccccc2C)CC1 | -6.1 | -5.8
Cc1ccc(NC2=CC(c3cccc([N+](=O)[O-])c3)N(c3ccc(C)cc3)C2=O)cc1 (centres undefined) | 9.0 | 8.0
O=C(Nc1cccc2c1C(=O)c1ccccc1C2=O)c1cc2ccccc2c(=O)o1 | 1.4 | 0.0
Cc1noc(-c2cccnc2N2CCCN(C(=O)Cc3ccccc3C)CC2)n1 | -5.9 | -2.3
CC(=O)OC(C)C[N+](C)(C)C (centres undefined) | 4.3 | x
COc1cc(C(=O)Nc2ccc3nn(-c4ccc(F)cc4)nc3c2)cc(OC)c1OC | 10.1 | 18.0
COc1cc(C(=O)Nc2ccc(S(=O)(=O)NC(C)=O)cc2)cc(OC)c1OC | -4.4 | 1.1
COc1ccc(OCCOc2ccccc2[N+](=O)[O-])cc1 | -1.1 | 0.5
Cn1c(=O)c(Cc2ccc(F)c(F)c2)nc2ccccc21 | 1.0 | -11.0
O=C(Cn1nnc(-c2ccc3c(c2)OCO3)n1)N1CCOCC1 | -5.0 | -1.0
O=S(=O)(c1ccccc1)n1ccc(-c2ccc(C#Cc3ccccc3)cc2)n1 | -0.7 | x
Cc1ccc(NC(=O)Cn2cnc3c(-c4ccccc4)csc3c2=O)c(C)c1 | -0.1 | -11.8

Source: PubChem BioAssay

Only part of the results is shown (hit frequency here may not be typical).
